NCI-60 one-dose screen, 48 h, at 10 µM unless noted. Numbers give growth in % (100 = growth as untreated, 0 = no growth, -100 = all killed).
A498: A498 renal cancer cells. 76,000 tested, 5.4% active. AID 1794774
SF-268: SF-268 CNS cancer cells; 82,000 tested, 3.1% active
SF-539: SF-539 CNS cancer; 81,000 tested, 6.8% active
SNB-19: SNB-19 CNS cancer cells; AID 1794751; 81,000 tested, 2.5% active
CAKI-1: CAKI-1 renal cancer; 75,000 tested, 4.7% active
U251: U251 CNS tumor cells; 80,000 tested, 5.4% active
SNB-75: SNB-75 CNS cancer | 79,000 tested, 5% active | AID 1794750
NCI-H23: NCI-H23 lung cancer | 80,000 tested, 4% active
SF-295: SF-295 CNS cancer cells. 79,000 tested, 5.6% active
* marks the source's active call; other numbers are inactive results; nt = not tested or not shown; & = joins results of further samples. How the source made its calls: active means growth percent below 10; inactive means the rest.

A first look (5 entries):
Short forms: A = A498; B = SF-268; C = SF-539; D = SNB-19; E = CAKI-1; F = U251; G = SNB-75; H = NCI-H23; I = SF-295
> NC(=O)c1ccc(Br)o1
  A = 108 | B = 101 | C = 97 | D = 109 | E = 102 | F = 105 | G = 95 | H = 95 | I = 97
> OCc1ccccc1CO
  A = 104 | B = 107 | C = 94 | D = 107 | E = 94 | F = 95 | G = 101 | H = 103 | I = 101
> CSc1nc(-c2cc3ccccc3o2)cc(-c2ccc(Cl)cc2)c1C#N
  A = 82 | B = 52 | C = -7.5* | D = 55 | E = 48 | F = 6.2* | G = -36* | H = 45 | I = 9.9*
> COc1c(OC(C)=O)ccc(C=O)c1[N+](=O)[O-]
  A = 100 | B = 111 | C = 99 | D = 103 | E = 99 | F = 101 | G = 91 | H = 102 | I = 106
> O=S(O)c1ccc(F)cc1
  A = 104 | B = 105 | C = 99 | D = 109 | E = 93 | F = 105 | G = 97 | H = 105 | I = 103

The whole of this part, from the first entry:
Short forms: A = A498; B = SF-268; C = SF-539; D = SNB-19; E = CAKI-1; F = U251; G = SNB-75; H = NCI-H23; I = SF-295
> NC(=O)c1ccc(Br)o1
  A = 108 | B = 101 | C = 97 | D = 109 | E = 102 | F = 105 | G = 95 | H = 95 | I = 97
> OCc1ccccc1CO
  A = 104 | B = 107 | C = 94 | D = 107 | E = 94 | F = 95 | G = 101 | H = 103 | I = 101
> CSc1nc(-c2cc3ccccc3o2)cc(-c2ccc(Cl)cc2)c1C#N
  A = 82 | B = 52 | C = -7.5* | D = 55 | E = 48 | F = 6.2* | G = -36* | H = 45 | I = 9.9*
> COc1c(OC(C)=O)ccc(C=O)c1[N+](=O)[O-]
  A = 100 | B = 111 | C = 99 | D = 103 | E = 99 | F = 101 | G = 91 | H = 102 | I = 106
> O=S(O)c1ccc(F)cc1
  A = 104 | B = 105 | C = 99 | D = 109 | E = 93 | F = 105 | G = 97 | H = 105 | I = 103
> COc1cc(/C=C/C(=O)c2ccc(NC(=O)CSc3nnc(-c4ccc(-c5nc6ccccc6[nH]5)cc4)o3)cc2)cc(OC)c1OC
  A = 91 | B = 107 | C = 102 | D = 101 | E = 99 | F = 100 | G = 114 | H = 99 | I = 107
> CCSC(=O)OCn1ncc2cc([N+](=O)[O-])ccc21
  A = 83 | B = 104 | C = 100 | D = 113 | E = 94 | F = nt | G = 88 | H = nt | I = 95
> COc1ccc(/C=N/NC(=O)c2ccncc2)c(OC)c1OC
  A = 110 | B = 103 | C = 103 | D = 104 | E = 93 | F = 100 | G = 102 | H = 102 | I = 103
> O=C(CCl)N1c2ccccc2Sc2c1ccc1ccccc21
  A = 110 | B = 70 | C = 85 | D = 89 | E = 81 | F = 64 | G = 60 | H = 49 | I = 94
> COc1cccc(C2S/C(=C\C3C=Nc4ccccc43)C(=O)N2n2cnnc2)c1 (stereo not given)
  A = 105 | B = 98 | C = 91 | D = 99 | E = 81 | F = 99 | G = 73 | H = 94 | I = 100

A few values from above:
SNB-19 result of `O=C(CCl)N1c2ccccc2Sc2c1ccc1ccccc21` → 89
SNB-19 result of `OCc1ccccc1CO` → 107
A498 result of `COc1c(OC(C)=O)ccc(C=O)c1[N+](=O)[O-]` → 100
SF-268 result of `COc1cc(/C=C/C(=O)c2ccc(NC(=O)CSc3nnc(-c4ccc(-c5nc6ccccc6[nH]5)cc4)o3)cc2)cc(OC)c1OC` → 107
SNB-19 result of `CCSC(=O)OCn1ncc2cc([N+](=O)[O-])ccc21` → 113
SF-539 result of `COc1cccc(C2S/C(=C\C3C=Nc4ccccc43)C(=O)N2n2cnnc2)c1` (stereo not given) → 91

Other structures follow:
Short forms: A = A498; B = SF-268; C = SF-539; D = SNB-19; E = CAKI-1; F = U251; G = SNB-75; H = NCI-H23; I = SF-295
> Cc1ccn2c(NC(C)(C)CC(C)(C)C)c(-c3ccc(C)o3)nc2c1
  A = 92 | B = 110 | C = 102 | D = 94 | E = 73 | F = 91 | G = 100 | H = 84 | I = 101
> CNC(=O)OC[C@H]1N=C(C)c2ccccc2N(CC(=O)N[C@@H](CB(O)O)C(C)C)C1=O
  A = 112 | B = 106 | C = 108 | D = 97 | E = nt | F = 109 | G = 86 | H = 102 | I = 101
> O=C(O)c1c(Cl)cccc1Nc1ccccc1
  A = 110 | B = 103 | C = 118 | D = 94 | E = 104 | F = 107 | G = 78 | H = 105 | I = 110
> CCC(/C=C\C(C)C1CCC2C3CC=C4CC(O)CCC4(C)C3CCC12C)C(C)C (stereo not given)
  A = 106 | B = 106 | C = 110 | D = 99 | E = 93 | F = 93 | G = 96 | H = 99 | I = 90
> C=CCn1c(C)nc2cc(Nc3nc(N4CCOCC4)nc4ccccc34)ccc21
  A = 59 | B = 97 | C = 94 | D = 113 | E = 89 | F = 96 | G = 87 | H = 93 | I = 96
> CCO/C=N/C1=C(C#N)C(c2ccc(Br)cc2)c2sc3c(F)cccc3c2O1 (stereo not given)
  A = 117 | B = 98 | C = 101 | D = 97 | E = 88 | F = 97 | G = 100 | H = 99 | I = 104
> COc1cc(-c2nc3nc4sc(C)c(C)c4c(=O)n3[nH]2)cc(OC)c1OC
  A = 75 | B = 96 | C = 83 | D = 93 | E = 62 | F = nt | G = 80 | H = 94 | I = 60
> Cn1c(=O)c2[nH]c(Cc3ccc(N)cc3)nc2n(C)c1=O
  A = 106 | B = 101 | C = nt | D = 94 | E = 98 | F = 96 | G = 92 | H = 100 | I = 99
> CC1(C)[C@@H](O)CC[C@]2(C)[C@H]3CC[C@@H]4[C@H]5[C@H](C(=O)/C=C\c6ccc(Br)cc6)CC[C@]5(O)CC[C@@]4(C)[C@]3(C)CC[C@@H]12
  A = 45 | B = 66 | C = 86 | D = 99 | E = 32 | F = 97 | G = 47 | H = 92 | I = 84
> O=C(O)c1c2c(nc3ccccc13)Cc1ccccc1-2
  A = 96&79 | B = 87&95 | C = 91&116 | D = 101&108 | E = 86&98 | F = 103&101 | G = 101&100 | H = 96&97 | I = 82&104
> COC(=O)[C@]12C[C@@H]3CCN4C(=O)C(=O)N5[C@@H]([C@H](S1)c1ccccc1[C@@]5(C)O)[C@]342
  A = nt | B = 101 | C = 95 | D = 98 | E = 97 | F = 95 | G = 92 | H = 98 | I = 101
> CN1CCN(CCCCN2C(=O)COc3ccccc3C2=O)CC1
  A = 91 | B = 104 | C = 105 | D = 104 | E = nt | F = 100 | G = 98 | H = 101 | I = 99
> O=C(NCc1cccnc1)C1=NOC(Cc2nc3ccccc3o2)C1 (stereo not given)
  A = 102 | B = 94 | C = 111 | D = 106 | E = 103 | F = 103 | G = 102 | H = 98 | I = 102
> CCCCc1cc2ccccc2c(OCCN(C)C)n1
  A = 98 | B = 101 | C = 100 | D = 95 | E = nt | F = 92 | G = 75 | H = 89 | I = 93
> CCC(=O)OCC(=O)COC(=O)CC
  A = 102 | B = 102 | C = 101 | D = 99 | E = 94 | F = 98 | G = 98 | H = 110 | I = 93
> SCCNCc1ccccn1
  A = 93 | B = 97 | C = 106 | D = 105 | E = 107 | F = 106 | G = 102 | H = 98 | I = 102
> O=S(=O)(NCCNc1nccc(-c2c(-c3cccc(F)c3)nc3sccn23)n1)c1ccc(F)cc1
  A = nt | B = 54 | C = 83 | D = 67 | E = 41 | F = 58 | G = 68 | H = 79 | I = 67
> Cc1cc(-c2ccc(NS(=O)(=O)c3ccccc3)c(C)c2)ccc1NS(=O)(=O)c1ccccc1
  A = 90&91 | B = 106&92 | C = 96&108 | D = 101&91 | E = 99&61 | F = 95&94 | G = 105&73 | H = 98&85 | I = 99&58
> CCOC(=O)c1cnc[nH]c1=O
  A = 110 | B = 100 | C = 112 | D = 101 | E = 109 | F = 103 | G = 95 | H = 109 | I = 113
> CC(C)C[C@H](NC(=O)[C@H](Cc1ccccc1)n1ccc(Nc2ccccc2)cc1=O)B(O)O
  A = 89 | B = 108 | C = 100 | D = 101 | E = nt | F = 97 | G = 81 | H = 102 | I = 100
> COc1ccc(Cl)cc1/C=C/C=Nc1ccc(S(N)(=O)=O)cc1
  A = 87 | B = 102 | C = 109 | D = 103 | E = 97 | F = 81 | G = 113 | H = 93 | I = 108
> O=c1c2cc(F)ccc2sc2c(-n3ccnc3)nc3ccccc3c12
  A = 71 | B = 87 | C = 74 | D = 87 | E = 84 | F = 92 | G = 86 | H = 81 | I = 102
> CCOC(=O)c1c(-c2ccccc2)c[nH]c1C
  A = 66 | B = 92 | C = 103 | D = 92 | E = 77 | F = 108 | G = 80 | H = 81 | I = 85
> N#Cc1c(-c2cccs2)cc(-c2cnccn2)nc1SCC(N)=O
  A = 76 | B = 71 | C = 64 | D = 75 | E = 66 | F = 95 | G = 32 | H = 81 | I = 95
> Cc1ccc2c(n1)C(=O)C(Cl)=C(Nc1ccc(C(C)C)cc1)C2=O
  A = 133 | B = 77 | C = 96 | D = 75 | E = 77 | F = 70 | G = 109 | H = -57* | I = 83
> OCC1O[C@@H](O[C@@H]2O[C@H](CO)[C@H]3CCCC[C@@H]23)[C@@H](O)C(O)[C@@H]1O (stereo not given in full)
  A = nt | B = 96 | C = 100 | D = 96 | E = 98 | F = 102 | G = 99 | H = 98 | I = 104
> COc1ccc2c3c1O[C@H]1C[C@@H](O)C=C[C@@]31CCN(C)C2
  A = 100 | B = 94 | C = 105 | D = 103 | E = 93 | F = 104 | G = 79 | H = 104 | I = 104
> O=C(O)CN(CCO)CC(=O)O
  A = nt | B = 104 | C = 106 | D = 113 | E = 109 | F = 101 | G = 103 | H = 108 | I = 115
> CN1CC[C@@H](c2c(O)cc(O)c3c(=O)cc(-c4ccccc4Cl)oc23)[C@@H]1CO
  A = -60* | B = 3.3* | C = -33* | D = 10 | E = 5.9* | F = 4.3* | G = -64* | H = -27* | I = 3.0*
> COc1ccc(/C=N\NC(=O)c2ccc3nc(-c4ccc(Cl)cc4)[nH]c3c2)cc1
  A = 67 | B = 20 | C = 43 | D = 24 | E = 60 | F = 8.0* | G = 92 | H = 42 | I = -39*
> Nc1ncnc2c1CN(Cc1ccccc1)CC2
  A = 120 | B = 105 | C = 99 | D = 104 | E = 102 | F = 101 | G = 89 | H = 98 | I = 105
> CC(=O)OC[C@H]1OC(Sc2sc(C(=O)c3ccc(C)cc3)c(N)c2-c2nc3ccccc3s2)[C@H](OC(C)=O)[C@@H](OC(C)=O)[C@@H]1OC(C)=O (stereo not given in full)
  A = 99 | B = 71 | C = 28 | D = 74 | E = 54 | F = 60 | G = 25 | H = 56 | I = 74
> Nc1nc(=S)c2ncn(C3CCCC3)c2[nH]1
  A = 90 | B = 90 | C = 134 | D = 106 | E = 80 | F = 102 | G = 97 | H = 120 | I = 103
> COc1ccc2c(c1)CC/C(=C\c1ccc(OCC(=O)c3ccc(Cl)cc3)cc1)C2=O
  A = 99 | B = 117 | C = 107 | D = 97 | E = 101 | F = 128 | G = 101 | H = 97 | I = 123
> C=CCOc1ccccc1C
  A = 100 | B = 101 | C = 94 | D = 104 | E = 81 | F = 96 | G = 94 | H = 102 | I = 103
> O=C(Cc1ccccc1[N+](=O)[O-])NCC1(c2cccc3c2OCO3)OCCO1
  A = 103 | B = 105 | C = 97 | D = 107 | E = 95 | F = nt | G = 91 | H = 93 | I = 96
> FC(F)(F)C(F)(F)C(F)(F)C(F)(F)C(F)(F)C(F)(F)OC(F)(F)C(F)(F)C(F)(F)C(F)(F)C(F)(F)C(F)(F)F
  A = 99 | B = 100 | C = 102 | D = 98 | E = 122 | F = 106 | G = 95 | H = 103 | I = 107
> CC1(CCl)C(=O)C=Cc2ccccc21 (stereo not given)
  A = nt | B = 107 | C = 107 | D = 106 | E = 112 | F = 108 | G = 91 | H = 108 | I = 120
> C=C(C)[C@H]1CC/C(C)=C/CC[C@]2(C)O[C@H]2CC/C(COC(C)=O)=C\C1=O
  A = 91 | B = 115 | C = 117 | D = 108 | E = nt | F = 101 | G = 120 | H = 103 | I = nt
> CC(=O)n1cc(-c2cc3cnc4ccccc4c3oc2=O)c2ccccc21
  A = 110 | B = 95 | C = 102 | D = 93 | E = 80 | F = 96 | G = 95 | H = 95 | I = 105
> CC(=O)[C@@H]1CC[C@]2(C(=O)N3CCN(C)CC3)CC[C@]3(C)[C@H](CC[C@@H]4[C@@](C)(CCC#N)[C@H](C(C)=O)CC[C@]43C)[C@@H]12
  A = 89 | B = 98 | C = 112 | D = 97 | E = 99 | F = 97 | G = 98 | H = 107 | I = 104
> Cc1ccc(-c2cnc3sc4c(-c5ccc(Br)cc5)n[nH]c(=O)c4n23)cc1
  A = nt | B = 86 | C = 94 | D = 97 | E = 102 | F = 102 | G = 91 | H = 88 | I = 105
> C/C(=C(/c1ccc(O)cc1)c1ccc(OCCN(C)C)cc1)c1ccc(Cl)cc1
  A = 70 | B = 62 | C = -18* | D = 60 | E = 36 | F = 35 | G = 64 | H = 57 | I = 81
> NC(=O)N/N=C/c1cn(-c2ccc(C(=O)O)cc2)nc1-c1ccc(C(=O)O)cc1
  A = 94 | B = 99 | C = 97 | D = 106 | E = 94 | F = 105 | G = 87 | H = 102 | I = 102
> CC(=O)NCC1(O)CCCC(C)C1 (stereo not given)
  A = 105 | B = 103 | C = 93 | D = 100 | E = 96 | F = 107 | G = 98 | H = 104 | I = 98
> COC(=O)c1c2c(c(C)[n+]([O-])c1C)C(=O)C=C(NCc1cccc(Cl)c1)C2=O
  A = nt | B = -0.3* | C = -92* | D = -53* | E = -14* | F = -21* | G = -95* | H = -63* | I = -96*
> c1cc(-c2nc3ccccc3n3cccc23)cc(-c2nc3ccccc3n3cccc23)c1
  A = 95 | B = 110 | C = 107 | D = 111 | E = 98 | F = 99 | G = 84 | H = 103 | I = nt
> CC1(C)Cc2nnsc2C2=C1C(=O)CCS2
  A = 97 | B = 93 | C = 94 | D = 108 | E = 97 | F = 96 | G = 91 | H = 97 | I = 102
